Screening data deposited in PubChem BioAssay by The Scripps Research Institute Molecular Screening Center.
TDP2 inh = human TDP2 enzyme inhibitors, primary screen, biochemical, epi absorbance, recombinant enzyme; 370,000 tested, 0.34% active; Tyrosyl-DNA phosphodiesterase 2 (Homo sapiens), O95551; inhibition, % at 12.8 µM; T5PNP hydrolysis, p-nitrophenol absorbance 415 nm;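 active means inhibition above the mean of all tested compounds plus 3 SD, set per campaign, cut at about 25% in these data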;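 further: 0% = DMSO with enzyme and 100% = buffer with substrate but no TDP2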
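test system = human TDP2 enzyme | input = TDP2 enzyme at 120 nM final | medium = 50 mM Tris-HCl pH 7.5 with Mg2+, KCl, DTT, BSA | also added = T5PNP substrate, 5 mM | times = 2 h at 37 °C | technique = epi absorbance | benchmarks = high control without enzyme, low control DMSO plus TDP2 | replication = each compound tested once, singlicate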
ARFGAP1 inhibitor = inhibitors of rat ARFGAP1 GAP activity, primary screen, biochemical, fluorescence polarization, GDP tracer; Arfgap1-stimulated ARF1 GTP hydrolysis, GDP FP detection; ADP-ribosylation factor GTPase-activating protein 1 (Rattus norvegicus), Q62848; 360,000 tested, 0.26% active; inhibition, % at 16.5 µM;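 active means inhibition above a per-plate limit, mean inhibition of low control wells plus 3 SD, cut at about 25% in these data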;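 further: 0% = DMSO wells with enzyme and 100% = wells lacking Arfgap1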
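Material: truncated rat Arfgap1 GAP domain; Incubation: compound-enzyme preincubation 20 min, reaction 120 min, detection 60 min, 25 °C; Read-out: percent inhibition of Arfgap1-stimulated GTP hydrolysis; Technique: FP, GDP Alexa 633 tracer displaced from anti-GDP antibody, 620/688 nm; Controls: No-Arfgap1 wells (100%) versus DMSO full-reaction wells (0%); Replication: single well per compound.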
LEDGF integ inh = blockers of LEDGF/p75-dependent integrase strand transfer – biochemical, TR-FRET, high throughput, primary screen | HIV-1 integrase (with human LEDGF/p75) | AID 743269, 2014 | TR-FRET IN-LEDGF/p75 DNA integration, Eu/Cy5 | inhibition, % at 3.7 µM | 370,000 tested, 0.64% active;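 active means inhibition above the screen-wide mean plus 3 SD, cut at about 13% in these data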;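 further: signal is the Cy5 over europium emission ratio at 671 and 618 nm; 0% = plate median of compound wells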
Tn7 DDE FP = inhibitors of Tn7 peptide binding to fibrin DD(E), primary screen, biochemical, fluorescence polarization, human fibrin, Tn7 probe. Fibrinogen beta chain (Homo sapiens), P02675. FP displacement of FITC-Tn7 peptide from fibrin DD(E); 0% = median of compound wells per plate. inhibition, % at 8.3 µM. 370,000 tested, 0.13% active;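 active means inhibition above the mean of compounds falling within the control limits plus 3 SD of them, cut at about 14% in these data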;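 further: 0% = plate median of compound wells and 100% = 10 µM Aha-Tn7 peptide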
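Assay system: Fibrin-DD(E) protein isolated from polymerized human fibrin clots; read-out basis: percent inhibition; medium: Tris/NaCl/CaCl2 buffer, pH 7.8; signal: FP measurement; incubation: 10 min plus 3 h, room temperature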
ASAP1 GAP inh = inhibitors of human ASAP1 ArfGAP activity, primary screen, biochemical, fluorescence polarization. Arf-GAP with SH3 domain, ANK repeat and PH domain-containing protein 1 (Homo sapiens), …. 360,000 tested, 0.19% active. inhibition, % at 16.5 µM. AID 624377, 2012. ASAP1-stimulated ARF1 GTP hydrolysis, GDP FP detection; in the data active means inhibition above about 25%;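 further: 0% = vehicle with enzyme and substrate and 100% = no enzyme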
ADAM10 inh = human ADAM10 inhibitors, primary screen, biochemical, QFRET, HTS. recombinant ADAM10, EDANS/DABCYL FRET peptide cleavage, 3 h. Disintegrin and metalloproteinase domain-containing protein 10 (Homo sapiens), O14672. inhibition, % at 7 µM. 370,000 tested, 0.62% active;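 active means inhibition above a per-campaign cutoff equal to the mean of compounds falling between control-based bounds plus 3 SD, cut at about 20% in these data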;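 further: 0% = DMSO wells while the 100% control is not disclosed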
proKLK7 act = proKLK7 zymogen activators, primary screen, biochemical, fluorescence intensity | AID 652039, 2013 | activation, % at 7 µM | Kallikrein-7 (Homo sapiens), P49862 | 370,000 tested, 0.9% active | purified proKLK7, EDANS-DABCYL substrate fluorescence; 100% is mature enzyme control, 0% vehicle;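 active means activation above the mean of all tested compounds plus 3 SD, computed per campaign excluding outliers beyond control limits, cut at about 13% in these data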
PLCg1 inh = PLC-gamma1 enzyme inhibitors, primary screen, biochemical, fluorescence, purified enzyme; 1-phosphatidylinositol 4,5-bisphosphate phosphodiesterase gamma-1 (Homo sapiens), P19174; fluorogenic substrate; inhibition, % at 12.2 µM; 370,000 tested, 0.84% active; AID 720700, 2013; in the data active means inhibition above about 9.5%
ADAM17 inh = ADAM17 inhibitors, primary screen, biochemical, QFRET. Disintegrin and metalloproteinase domain-containing protein 17 (Homo sapiens), P78536. recombinant ADAM17, EDANS/DABCYL FRET peptide cleavage. inhibition, % at 6.95 µM. 370,000 tested, 0.83% active. AID 720648, 2013;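 active means inhibition above the mean of compounds lying between control limits plus 3 SD, set per campaign, cut at about 8.5% in these data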;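 further: 0% = DMSO-only wells as the low control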
Tn6 DDE FP = inhibitors of Tn6 peptide binding to fibrin DD(E), primary screen, biochemical, fluorescence polarization, human fibrin, Tn6 probe | Fibrinogen beta chain (Homo sapiens), P02675 | Fibrin DD(E) TRITC-Tn6 fluorescence polarization displacement | inhibition, % at 8.3 µM | 370,000 tested, 0.21% active;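 active means inhibition above a per-campaign cutoff: mean of compounds within control limits plus 3 SD, cut at about 15% in these data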;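 further: 0% = median of all compound wells on the plate and 100% = blocking peptide control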
Starred values were filed as active, the others as inactive; i = inactive; nt = not tested or not shown.

no.	mol	ARFGAP1 inhibitor	ASAP1 GAP inh	Tn6 DDE FP	Tn7 DDE FP	ADAM17 inh	PLCg1 inh	LEDGF integ inh	proKLK7 act	ADAM10 inh	TDP2 inh
1	NC(=O)c1ccccc1NC(=O)/C=C/C(=O)O	13	12	-1	0	-133	-172	4	5.8	i	2
2	O=C(COC(=O)CCC(=O)c1ccc(F)cc1)NCc1ccco1	-6	-4	-2	0	-5	3	-1	0.3	-4	3
3	COc1ccc(/C=C/C(=O)OCCNC(=O)c2ccncc2)cc1OC	5	-4	7	2	-27	-38	-7	2.4	-67	-4
4	OC[C@@H]1CN(Cc2ccc3c(c2)OCO3)C[C@H](n2cnc3c(N4CCCC4)ncnc32)O1	16	-1	-4	7	-2	3	5	0.6	-9	-12
5	Clc1cccc(-c2ccnc3nc(-n4cccc4)nn23)c1	-5	-8	11	-2	-4	-4	3	-1.8	-4	5
6	C=CCNC(=O)COc1c(C)ccc(C)c1C	0	-11	4	6	-1	2	2	0.0	4	5
7	COc1ccc(C)cc1NC(=O)c1ccc(NS(=O)(=O)c2c(C)noc2C)cc1	3	-4	3	0	-2	-3	0	0.0	8	-1
8	CCOC(=O)C1CCN(CC(=O)N2C(C)CCCC2C)CC1 (stereo unspecified)	5	-8	-1	-3	-5	2	0	0.1	-3	27*
9	CC(C)NC(=O)Cn1c(=O)cnc2ccccc21	8	-12	2	-2	-31	-19	1	1.1	-95	10
10	Cc1nc2ccccn2c(=O)c1NC(=O)c1cccs1	12	-5	-3	1	-3	-18	0	0.0	-12	-1
11	Cc1ccc(N2CC(C(=O)NC3=NCCS3)CC2=O)cc1C (stereo unspecified)	-1	-2	2	4	2	3	-3	0.3	5	-8
12	CCOc1ccccc1N(C(=O)CNC(=O)c1ccco1)C(C(=O)NC(C)(C)C)c1ccncc1 (stereo unspecified)	9	-8	10	1	-5	-1	-1	-0.3	-3	-6
13	COc1cccc(C(=O)Nc2ccc(N3CCN(C(=O)c4ccco4)CC3)cc2)c1	8	-4	-2	4	1	-1	0	-0.1	5	-2
14	O=C(OCC#CCSc1nnc(-c2ccccc2Cl)o1)c1ccc(F)cc1	nt	nt	-2	5	2	-2	1	nt	4	8
15	C/C(=N\NC(=O)c1sccc1C)c1cccnc1	0	6	6	-10	-1	-1	1	-0.3	-7	2
16	CCCCC(=O)N(c1ccc(C)c(C)c1)C1C=CS(=O)(=O)C1 (stereo unspecified)	-1	5	-3	-1	-2	1	0	-0.3	-8	-4
17	COc1ccccc1CNc1nc(S(=O)(=O)c2ccccc2)c(Cl)s1	0	0	-2	4	2	2	-1	0.4	9	-7
18	O=S(=O)(Nc1ncnc2scc(-c3ccc(F)cc3)c12)c1cc(F)ccc1F	-4	-9	5	2	-3	-12	2	-0.8	3	3
19	CN(C)CCCN(C(=O)c1cc2cc([N+](=O)[O-])ccc2s1)c1nc2cc3c(cc2s1)OCCO3	8	-5	-1	1	1	2	1	0.3	0	-11
20	CCOc1ccc(N2C(=O)S/C(=C\c3ccc(O)c(OCC)c3)C2=O)cc1	-2	9	2	0	-5	-20	-1	-0.9	-4	-2
21	COc1ccc(C(=O)OCCN2CCOCC2)cc1	6	1	0	-3	-4	0	4	-0.5	-1	12
22	Cc1cc(-c2ccccc2)nc(N/N=C/c2ccco2)n1	-5	5	-4	-8	-5	-13	1	-0.1	-1	10
23	CN(CC(=O)Nc1ccccc1Cl)C(=O)COC(=O)CSc1ccc(Cl)cc1	-12	-8	7	4	1	-1	2	0.0	-3	12
24	O=C1C=CC(=O)N1c1ccc2c(c1)C(NC(=O)C(F)(F)F)c1ccccc1-2 (stereo unspecified)	19	-4	-1	3	-3	-4	-5	-0.3	-7	3
25	CN(CC(=O)Nc1cc(Cl)ccc1Cl)C1CCS(=O)(=O)C1 (stereo unspecified)	-9	-15	4	-2	-3	4	5	-0.1	-9	1
26	COc1ccc(C(=O)COC(=O)CCn2nnc(-c3cccs3)n2)cc1	-5	-5	3	0	-1	0	-1	-0.1	2	8
27	CCOC(=O)[C@@H]1[C@H]2COc3cc(OC)ccc3[C@H]2N2C(=O)N(c3ccc(Cl)cc3)C(=O)[C@]12C	10	2	-3	1	5	2	1	0.5	14	-3
28	CC1(C2CC2)NC(=O)N(CC(=O)N2CCN(c3ccccc3F)CC2)C1=O (stereo unspecified)	6	6	2	-2	1	2	-3	0.7	-15	2
29	CCCCN(CCCC)Cc1cc(=O)oc2cc(OC)c(Cl)cc12	-8	-1	5	-5	-99	-116	1	1.9	-340	0
30	COc1ccc(N2CC(NC(=O)N3CCc4ccccc43)CC2=O)cc1OC (stereo unspecified)	0	3	4	1	-8	-1	-3	-0.2	-8	4
31	CCOC(=O)C1CCN(C(=O)C2CCN(c3nn4c(=O)cc(C)nc4s3)CC2)CC1	-9	-18	-1	2	-2	0	-1	-0.4	-9	2
32	Cc1ccc(C2=NCCn3c2c2ccc(C(F)(F)F)cc2[n+]3[O-])cc1	-13	-10	3	8	0	-10	1	0.9	-5	-9
33	CCC(C)Sc1nnc(CSc2nc(C)cc(C)n2)n1C (stereo unspecified)	-8	-9	12	-5	-2	1	0	0.3	-1	1
34	CCOC(=O)C1(Cc2ccccc2)CCN(Cc2cnn(CC)c2)CC1	-10	0	1	0	-2	1	-1	0.1	-2	0
35	COc1ccc(CCNC(=O)C2CC3Cn4c(nc5ccccc54)C3N2c2ccccc2)cc1 (stereo unspecified)	16	-1	0	3	-7	1	-1	0.0	4	11
36	CC(C)c1ccc(NC(=O)O[C@H]2CC[C@@]34CCCN3C(=O)CCC[C@H]4[C@H]2C)cc1	nt	nt	-3	-6	2	0	4	nt	11	-9
37	COC(=O)C(NC(=O)COc1ccccc1)(Nc1nc2c(s1)CCCC2)C(F)(F)F (stereo unspecified)	2	0	-2	-3	2	3	1	0.3	9	0
38	COc1ccccc1N1CCN(C(=O)CN(C)S(=O)(=O)c2ccc(C)cc2)CC1	4	-9	-3	-4	-1	2	1	0.1	6	2
39	COc1ccc(OC)c(S(=O)(=O)NCc2ccccn2)c1	-11	-4	0	2	-1	2	-1	-0.1	10	-13
40	Cn1cccc1/C=N/N1CCN(c2ccccn2)CC1	-3	0	0	-1	-3	-4	-2	-0.4	-4	19

Reformatted as labelled records: entries from further up.
36: CC(C)c1ccc(NC(=O)O[C@H]2CC[C@@]34CCCN3C(=O)CCC[C@H]4[C@H]2C)cc1
  ARFGAP1 inhibitor: nt
  ASAP1 GAP inh: nt
  Tn6 DDE FP: -3
  Tn7 DDE FP: -6
  ADAM17 inh: 2
  PLCg1 inh: 0
  LEDGF integ inh: 4
  proKLK7 act: nt
  ADAM10 inh: 11
  TDP2 inh: -9
37: COC(=O)C(NC(=O)COc1ccccc1)(Nc1nc2c(s1)CCCC2)C(F)(F)F (stereo unspecified)
  ARFGAP1 inhibitor: 2
  ASAP1 GAP inh: 0
  Tn6 DDE FP: -2
  Tn7 DDE FP: -3
  ADAM17 inh: 2
  PLCg1 inh: 3
  LEDGF integ inh: 1
  proKLK7 act: 0.3
  ADAM10 inh: 9
  TDP2 inh: 0

The results go on.
no.	mol	ARFGAP1 inhibitor	ASAP1 GAP inh	Tn6 DDE FP	Tn7 DDE FP	ADAM17 inh	PLCg1 inh	LEDGF integ inh	proKLK7 act	ADAM10 inh	TDP2 inh
41	COc1ccc(-n2nc(C(=O)NCC(=O)NCc3ccc(F)cc3)c3ccccc3c2=O)c(OC)c1	-2	8	-6	0	1	7	2	0.8	13	-1
42	COc1cccc(OC)c1C(=O)NNC(=O)c1ccccc1-n1cccc1	4	6	13	-2	-5	-3	-2	0.7	-2	6
43	Cn1cccc/c1=N\c1cccc[n+]1C	7	9	-2	-5	-12	-59	1	1.6	-32	13
44	CCOc1ccc(/C=N/Nc2nc(=O)[nH]nc2C)cc1OC	18	9	6	-2	3	5	2	0.0	8	6
45	O=C(CN(c1ccccn1)S(=O)(=O)c1ccc(F)cc1)Nc1ccc(F)cc1F	-13	2	4	-3	-48	-38	-2	1.4	-144	-9
46	C#CCN1CC(N(C)CCOC(=O)c2ccc([N+](=O)[O-])cc2)CS1(=O)=O (stereo unspecified)	nt	nt	-2	-7	4	4	4	0.3	9	-15
47	COc1ccc(S(=O)(=O)N/N=C\c2ccc3c(c2)OCO3)c(OC)c1	1	4	1	-3	2	7	2	0.1	12	-3
48	Cn1c(=O)c2[nH]c(CCCCCCCCc3nc4ccccc4[nH]3)nc2n(C)c1=O	-3	7	-1	-7	-3	-1	0	0.9	-8	0
49	Cc1cn2c(nc(=O)c3cccnc32)s1	-2	-21	-6	5	-101	-277	0	5.0	-303	-5
50	Cc1ccc(OCC(COCc2ccccc2)NC(C)C)cc1 (stereo unspecified)	1	9	-1	1	1	1	-2	0.2	-4	15
